# Bioassay records from PubChem.
# MITF TRPM1 inh: MITF TRPM1 promoter inhibition in SK-MEL-5 cells; SK-MEL-5 TRPM1 promoter luciferase, 24 h; inhibition, % at 12.5 µM; 330,000 tested, 0.83% active; AID 488899;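 active means mean inhibition across replicates of 60% or more, whatever share of single replicates reaches that level; inconclusive means some that reach 60%, reason not given; inactive means mean inhibition across replicates below 60%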; further: values of inactives mirror those of a sister screen read the other way
# HIF-2a inh: blocks HIF-2a reporter activity; inhibition, % at 18.8 µM; 786-0 RCC cells HIF-2a reporter, luciferase luminescence, overnight; 360,000 tested, 0.72% active;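 active means inhibition of the luminescence signal of 40% or more relative to plate controls, in a single-dose primary screen at 18.75 µM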
# hiPSC survival: hiPSC single-cell survival enhancement; ATPlite luminescence; 100% = ROCK inhibitor wells, 0% = DMSO; survival enhancement, % at 20 µM; 360,000 tested, 0.044% active; in the data active means survival enhancement above about 18%;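 further: cells exposed to compounds for 16 hours before the ATP read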
# NR2E3 ag-1: human photoreceptor-specific nuclear receptor agonism. CHO-S Gal4-NCOR/VP16-NR2E3 two-hybrid, luciferase. inhibition of corepressor binding, % at 3.98 µM. 360,000 tested, 0.35% active. AID 602229;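 active means inhibition above the mean of all tested compounds plus 3 SD, cut at about 70% in these data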;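 further: 0% = DMSO with NR2E3 transfected cells and 100% = cells lacking NR2E3 construct; higher means lower luciferase signal from less NR2E3 corepressor binding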
# Target sequence (Q9Y5X4 whole entry, looked up, the tested form may be a part): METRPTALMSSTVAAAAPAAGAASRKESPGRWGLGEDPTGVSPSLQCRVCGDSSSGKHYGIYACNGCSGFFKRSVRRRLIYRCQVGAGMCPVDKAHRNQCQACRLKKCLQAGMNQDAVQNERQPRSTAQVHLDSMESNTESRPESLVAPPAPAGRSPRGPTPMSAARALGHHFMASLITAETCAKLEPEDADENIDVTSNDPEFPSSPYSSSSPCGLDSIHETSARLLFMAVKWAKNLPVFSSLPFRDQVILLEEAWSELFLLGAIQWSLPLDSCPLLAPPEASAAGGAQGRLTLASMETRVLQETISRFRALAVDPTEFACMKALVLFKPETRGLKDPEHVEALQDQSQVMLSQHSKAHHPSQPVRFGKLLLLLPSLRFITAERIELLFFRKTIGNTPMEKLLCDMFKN
# Granule exo inh: lytic granule exocytosis inhibition | TALL-104 LAMP-1 surface exposure, flow cytometry; cells stimulated with thapsigargin and PMA | inhibition, % at 10 µM | 360,000 tested, 0.66% active | AID 651702;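 active means inhibition above about 55%, limit read from the data; inconclusive means no clear call, values can overlap the other calls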
# Vif inh: HIV Vif inhibition. AID 602346. HEK293T cells, Vif self-association by quenched fluorescence, imaging, 24 h. 340,000 tested, 0.35% active. inhibition, % at 7.49 µM; in the data active means inhibition above about 50%, passing the limit was not always enough; inconclusive means no clear call, values can overlap the other calls; inactive means below about 31%; further: some results filed as inactive read as strong as hits
# CaV13 ICDI inh: Primary screen for inhibitors of IQ motif and Ca2+-dependent inactivation inhibitor domain binding in CACNA1D, Förster resonance energy transfer in living cells, … | AID 743397 | HEK cells, CFP/YFP FRET ICDI-IQ, plate reader, 10 min; percent FRET-ratio fall versus neutral wells | 340,000 tested, 0.098% active | inhibition, % at 12.3 µM;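 active means mean replicate inhibition of at least 30% and at least 1% of replicates passing that level; inconclusive means only one of the two criteria is met; inactive means neither criterion is met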;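 further: 0% = median of the neutral control wells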
# aDG glyco act: alpha-DG glycosylation activation; Pro5-aDG cells, alpha-DG glycosylation AlphaScreen (IIH6); 0% Pro5, 100% B10-LARGE cell signal; activation, % at 10 µM; 360,000 tested, 0.22% active;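 active means activation of at least 8% versus controls, or a plate z-score of at least 8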;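 further: Pro5 are CHO cells carrying HIG-tagged alpha-DG that lacks glycosylation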
# PDI turbidity: blocks human protein disulfide isomerase activity; AID 588391; P07237; inhibition, % at 10 µM; PDI insulin aggregation turbidity, A650, 90 min; 350,000 tested, 0.052% active;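 active means mean inhibition across replicates of 30% or more, whatever share of single replicates reach that level; inconclusive means mean inhibition below 30% while every single replicate reaches 30%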;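 further: absorbance from insulin aggregation driven by PDI reduction with DTT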
# Target sequence (P07237 whole entry, looked up): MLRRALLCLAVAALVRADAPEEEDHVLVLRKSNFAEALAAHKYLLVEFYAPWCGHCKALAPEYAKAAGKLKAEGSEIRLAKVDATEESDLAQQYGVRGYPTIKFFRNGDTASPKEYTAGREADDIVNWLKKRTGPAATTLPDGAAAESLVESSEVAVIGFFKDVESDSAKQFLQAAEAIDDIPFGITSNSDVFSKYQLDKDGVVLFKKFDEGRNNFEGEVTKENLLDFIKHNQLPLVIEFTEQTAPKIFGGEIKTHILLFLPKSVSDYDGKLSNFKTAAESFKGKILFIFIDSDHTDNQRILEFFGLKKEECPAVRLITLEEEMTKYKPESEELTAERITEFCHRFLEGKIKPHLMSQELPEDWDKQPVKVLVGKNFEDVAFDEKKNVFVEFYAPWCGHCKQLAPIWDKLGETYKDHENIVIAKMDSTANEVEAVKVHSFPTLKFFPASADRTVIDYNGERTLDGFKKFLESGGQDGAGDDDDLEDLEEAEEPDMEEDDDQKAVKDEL
# NR2E3 ag-2: NR2E3 (human) agonism; GST-NR2E3/biotin-RetCOR TR-FRET, 1536-well; 320,000 tested, 0.12% active; AID 2300; inhibition of corepressor binding, % at 4.78 µM; Q9Y5X4;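 active means percent inhibition above the cutoff of mean plus 3 SD of all tested compounds, set per screening campaign, cut at about 20% in these data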;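 further: 0% = DMSO wells and 100% = biotin wells as full block of FRET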
#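 Material – GST-tagged NR2E3 plus biotinylated RetCOR corepressor · Quantity – NR2E3 fusion 1.35 nM · Times – 5 h incubation at 4 °C · Medium – pH 7.5 Tris-based buffer · Technique – TR-FRET, Eu(K)-anti-GST donor, streptavidin-D2 acceptor, ex 340, em 617/671 nm · Benchmarks – high control biotin, low control 0.6% DMSO · Format – 1536-well plates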
# Peg3 promoter: reduces Peg3 promoter-driven luciferase expression in HeLa | HeLa PEG-Prom luciferase reporter, luminescence, overnight | inhibition, % at 20 µM | 360,000 tested, 1.7% active | AID 588405;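 active means inhibition of at least 50% at 20 µM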
# Active calls of the source: *; ? = inconclusive; / = not tested or not shown.
SMILES,MITF TRPM1 inh,HIF-2a inh,hiPSC survival,NR2E3 ag-1,Granule exo inh,Vif inh,CaV13 ICDI inh,aDG glyco act,PDI turbidity,NR2E3 ag-2,Peg3 promoter
Cc1ccc(OCC(=O)OCCN2C(=O)c3ccccc3C2=O)cc1C,9,12,-1.1,-4,0,6,-5,-0.2,6,0,0
CCNc1nc(NCC)n2c(SCC(=O)Nc3ccc(OC(F)F)cc3)nnc2n1,2,9,0.6,-24,-2,0,-6,-0.1,-2,/,-6
CC(C)(C)CNC(=O)c1ccc2c(c1)S(=O)(=O)c1cc(Cl)ccc1C2=O,2,-4,1.4,-7,26,28,-11,0.3,4,3,11
COc1cc(C(=O)Nc2ccc(C)cc2)c2ccccc2n1,37,-10,-0.5,14,10,7,-19,-0.1,-4,4,-35
CC(C)OC(=O)c1ccc(COc2ccc3ccc(=O)oc3c2)o1,-11,-98,-0.1,-22,1,3,-3,0.0,12,0,-190
CCOC(=O)N1CCN(C(=O)c2cnn3c(C(F)F)cc(-c4ccc(C)cc4)nc23)CC1,17,22,-2.9,12,2,9,-3,0.4,4,3,24
CCOc1ccccc1NC(=O)CCn1c(=O)oc2ccccc21,-3,12,-0.8,-17,3,2,-4,1.5,-3,0,10
O=C(CCCn1c(=O)[nH]c2ccsc2c1=O)N1CCN(c2ccccn2)CC1,9,17,4.0,-10,1,-15,-6,0.0,2,-2,6
CCCCNC(=O)C(NC(=O)c1ccc(=O)[nH]c1)C(=O)c1ccccc1 (stereo unspecified),/,4,0.8,-17,2,/,-4,-0.1,/,/,-8
CC(C)CCNC(=O)CCc1nnc2ccc(N3CCC(C)CC3)nn12,1,17,-0.2,15,-2,-2,-18,0.0,6,3,21
Cc1cc(-n2cccn2)ccc1CN1CCN(CC(C)C)C(CCO)C1 (stereo unspecified),6,6,-0.6,-16,1,9,3,1.1,-1,-1,10
N#CCCN1CCN(C(=S)c2ccc(-c3cccc(Cl)c3)o2)CC1,-65,-269,-0.6,-66,2,-7,/,-0.4,9,1,-170
COc1cc(=O)n2c(-c3ccccc3)csc2n1,-10,-32,-1.6,-17,-2,10,-5,-0.1,0,1,-16
CCCCNC(=O)C1c2ccccc2Oc2ccccc21,0,17,-0.2,-3,0,-8,-1,-0.1,-21,0,11
CNC(=O)c1sc(NCc2ccccc2OC)nc1C,-2,10,0.5,-4,-11,10,-2,0.0,-9,/,-6
CCOC(=O)N1CCC(=NNC(=O)COc2ccc(OC)cc2)CC1,-3,8,-3.3,-22,-1,-2,-5,0.5,5,2,-16
CCN(CC)c1ccc(S(=O)(=O)N(CC)CC)cc1NC(=O)c1cccnc1,0,13,-0.4,-3,0,-4,6,-0.1,4,-1,13
Cc1cc(OC(C)C(=O)NCCCN2CCOCC2)ccc1Cl (stereo unspecified),12,2,-0.5,-7,3,/,-6,-0.7,6,2,3
O=C(OCn1nnc2ccccc2c1=O)C1CCCCC1,11,8,0.5,-17,-3,4,-8,-0.2,0,-1,6
CCCNC(=O)NC(=O)COC(=O)c1cccc(NS(=O)(=O)c2ccc(F)c(F)c2)c1,10,13,1.8,-11,-4,2,-5,-0.1,-8,0,9

# In another format: entries from further up
SMILES | MITF TRPM1 inh | HIF-2a inh | hiPSC survival | NR2E3 ag-1 | Granule exo inh | Vif inh | CaV13 ICDI inh | aDG glyco act | PDI turbidity | NR2E3 ag-2 | Peg3 promoter
CC(C)OC(=O)c1ccc(COc2ccc3ccc(=O)oc3c2)o1 | -11 | -98 | -0.1 | -22 | 1 | 3 | -3 | 0.0 | 12 | 0 | -190
CCOC(=O)N1CCN(C(=O)c2cnn3c(C(F)F)cc(-c4ccc(C)cc4)nc23)CC1 | 17 | 22 | -2.9 | 12 | 2 | 9 | -3 | 0.4 | 4 | 3 | 24
CCOc1ccccc1NC(=O)CCn1c(=O)oc2ccccc21 | -3 | 12 | -0.8 | -17 | 3 | 2 | -4 | 1.5 | -3 | 0 | 10
O=C(CCCn1c(=O)[nH]c2ccsc2c1=O)N1CCN(c2ccccn2)CC1 | 9 | 17 | 4.0 | -10 | 1 | -15 | -6 | 0.0 | 2 | -2 | 6
CCCCNC(=O)C(NC(=O)c1ccc(=O)[nH]c1)C(=O)c1ccccc1 (stereo unspecified) | / | 4 | 0.8 | -17 | 2 | / | -4 | -0.1 | / | / | -8
CC(C)CCNC(=O)CCc1nnc2ccc(N3CCC(C)CC3)nn12 | 1 | 17 | -0.2 | 15 | -2 | -2 | -18 | 0.0 | 6 | 3 | 21
Cc1cc(-n2cccn2)ccc1CN1CCN(CC(C)C)C(CCO)C1 (stereo unspecified) | 6 | 6 | -0.6 | -16 | 1 | 9 | 3 | 1.1 | -1 | -1 | 10
N#CCCN1CCN(C(=S)c2ccc(-c3cccc(Cl)c3)o2)CC1 | -65 | -269 | -0.6 | -66 | 2 | -7 | / | -0.4 | 9 | 1 | -170
COc1cc(=O)n2c(-c3ccccc3)csc2n1 | -10 | -32 | -1.6 | -17 | -2 | 10 | -5 | -0.1 | 0 | 1 | -16
CCCCNC(=O)C1c2ccccc2Oc2ccccc21 | 0 | 17 | -0.2 | -3 | 0 | -8 | -1 | -0.1 | -21 | 0 | 11
CNC(=O)c1sc(NCc2ccccc2OC)nc1C | -2 | 10 | 0.5 | -4 | -11 | 10 | -2 | 0.0 | -9 | / | -6

# The results go on:
SMILES,MITF TRPM1 inh,HIF-2a inh,hiPSC survival,NR2E3 ag-1,Granule exo inh,Vif inh,CaV13 ICDI inh,aDG glyco act,PDI turbidity,NR2E3 ag-2,Peg3 promoter
Cc1cc2c(cc1C)NC(c1c(C)n(C)n(-c3ccccc3)c1=O)C1=C(CC(C)(C)CC1=O)N2 (stereo unspecified),-6,-79,-1.8,-23,0,27,-12,0.4,-4,-3,-86
Cc1ccc(CNC(=O)C2CCN(S(=O)(=O)c3cccnc3)CC2)cc1,-36,-9,1.4,4,-7,4,-6,0.1,-11,0,-10
CC1(C)Oc2ccc(NC(=O)c3ccco3)cc2O1,-71,-237,-6.0,-127,6,-10,-5,0.0,-1,1,-281
CCc1ccccc1N(CC(=O)NCCSCc1ccco1)S(C)(=O)=O,7,11,-0.4,3,0,-2,-7,-0.1,-4,2,4
COc1ccc(CCN2C(=O)CSC2c2ccc(F)cc2)cc1 (stereo unspecified),-11,5,-0.5,-32,40,-9,-5,0.1,13,-4,3
Cc1ccccc1S(=O)(=O)N1C[C@H]2CON(C)[C@H]2C[C@H]1c1cccc(Oc2ccccc2)c1,-6,10,-0.3,-10,-18,4,-7,0.1,4,/,8
COc1ccccc1-c1cc(C(F)(F)F)n2ncc(C(=O)N3CCc4ccccc4C3)c2n1,4,18,-0.3,-2,3,1,-6,0.1,-3,5,36
Cc1ccc(Oc2ccc(C(=O)NCc3ccncc3)cc2)cc1,-1,5,-2.0,-5,0,1,-5,6.1,5,/,3
N#Cc1cccc2cnccc12,14,7,0.8,-14,0,-5,/,0.0,-1,0,7
Cc1ccc(NCc2nnc(SCC(=O)O)n2-c2ccc(C)cc2)cc1,-2,12,3.3,-28,-1,5,-5,-0.3,11,3,2
CC(=O)N1CCOc2ccc(S(=O)(=O)NCc3ccc(Cl)cc3)cc21,-1,14,0.0,-13,7,4,-2,0.1,4,1,-3
CCOc1ccc(NC(=O)C2CCCN(S(=O)(=O)c3ccc4c(c3)C(C)(C)C(=O)N4C)C2)cc1 (stereo unspecified),/,-3,-0.8,-21,-5,2,-6,0.1,-8,/,-12
CC(=O)Nc1c(O)nc(SCc2ccccc2C#N)[nH]c1=O,-2,0,-2.0,-20,-4,3,-3,0.0,0,1,-18
Cc1ccc(S(=O)(=O)CCC(=O)Nc2cccc(Cl)c2)cc1,-2,-2,1.6,-9,-4,-14,-18,0.1,3,-2,6
Cc1nc(NC(=O)C(C)(C)C)sc1C(=O)Cn1cc(CCCC#N)nn1,/,7,1.4,-4,-5,/,-12,0.0,/,/,/
CCC(C)NC(=O)C1CCN(S(=O)(=O)c2cccc3nonc23)CC1 (stereo unspecified),0,5,1.8,-33,3,?,-7,0.6,9,2,17
O=C(C1CCCN(S(=O)(=O)Cc2ccccc2)C1)N1CCCCC1 (stereo unspecified),1,0,2.7,-13,-2,1,-3,0.0,12,0,2
CCCn1c(C)cc(C(=O)COc2ccc(-c3nnco3)cc2)c1C,1,-102,-1.1,-66,4,0,-6,0.1,-5,8,-99
Cc1nnc2c3ccccc3c(-c3ccc(O)cc3)nn12,-6,-24,-1.5,-17,-1,1,/,-0.3,-3,5,-32
O=C(CSc1ccc2ccccc2c1)N1CCN(c2ccc(O)cc2)CC1,-12,-85,-0.4,2,-12,-2,-4,-0.2,16,1,-32
O=C(NC1CCN(C(=S)Nc2ccc(Cl)cc2)CC1)c1ccco1,8,7,1.1,-29,3,-1,-3,0.1,14,-1,8
CC(=O)Nc1ccc(S(=O)(=O)N/N=C/c2ccc(C)s2)cc1,-38,-161,-0.3,-11,-6,-1,-5,-0.3,0,-2,-272
O=C(COC(=O)/C=C/c1ccco1)NCCc1ccccc1,5,-2,-0.4,2,-1,-2,3,-0.3,-2,-1,2
C=C(C)CNC(=O)C1CCC(=O)N(CCCc2ccccc2)C1 (stereo unspecified),-8,9,1.4,-1,-4,-8,-2,0.0,-5,4,3
CCO/C(C)=N/Oc1cnc2ccccc2c1,/,-122,-0.9,-39,-2,0,-9,0.2,/,/,-107
CCOc1ncccc1C(=O)OCC(=O)NCc1ccccc1,3,4,0.4,-6,2,-4,-6,-0.1,12,/,-2
CC1CC(=O)N(CC(=O)Nc2ccccc2F)c2ccccc2S1(=O)=O (stereo unspecified),-2,10,-0.3,-10,-4,-5,-2,-0.1,1,-4,0
O=C(Cn1cnc2ccccc2c1=O)OCCCCN1C(=O)c2ccccc2C1=O,-7,9,-1.6,-10,-3,-3,-6,0.0,9,0,-17
O=C(c1ccc(Oc2ccccc2)cc1)c1nc2c(n1O)CCCC2,-3,-101,-1.0,-71,0,0,-8,-0.1,-6,-3,-31
CC(=O)Nc1nonc1-c1nc2ccccc2n1CCC(C)C,-5,16,7.7,-60,9,/,/,0.2,-5,-3,17
Cn1c2ccccc2c2ncn(CCN3CCOCC3)c(=O)c21,4,-17,3.1,-24,-2,5,-5,0.0,-7,3,-10

# 3 entries from above, sorted by number of heavy atoms, ascending:
SMILES,MITF TRPM1 inh,HIF-2a inh,hiPSC survival,NR2E3 ag-1,Granule exo inh,Vif inh,CaV13 ICDI inh,aDG glyco act,PDI turbidity,NR2E3 ag-2,Peg3 promoter
COc1cc(=O)n2c(-c3ccccc3)csc2n1,-10,-32,-1.6,-17,-2,10,-5,-0.1,0,1,-16
N#CCCN1CCN(C(=S)c2ccc(-c3cccc(Cl)c3)o2)CC1,-65,-269,-0.6,-66,2,-7,/,-0.4,9,1,-170
CCc1ccccc1N(CC(=O)NCCSCc1ccco1)S(C)(=O)=O,7,11,-0.4,3,0,-2,-7,-0.1,-4,2,4
